Assay outcomes deposited in PubChem by several laboratories.
M. tuberculosis GlmU: inhibition of mycobacterial GlmU enzyme – biochemical, glucosamine-1-phosphate acetyltransferase (AID 1376); M. tuberculosis GlmU acetyltransferase enzyme assay; higher % means a stronger effect; one-dose inhibition, %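 (tested at 30 µM in the primary screen)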; IC50 in µM for titrated hits; actives 0.25% (n = 220,000); in the data active means inhibition above about 13%;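 further: 0% = complete reaction with vehicle and 100% = reaction without substrate; strong numbers were not always called active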
Mtb RmlCD inh: blocks M. tuberculosis RmlC and RmlD coupled enzymes; RmlC+RmlD coupled enzyme assay, percent inhibition; primary screen in compound mixtures; inhibition, % at 3.6 µM; actives 0.03% (n = 160,000); in the data active means inhibition mostly above about 34%, no sharp cut-off; further: some results filed as inactive read as strong as hits
Target sequence (P9WH09 whole entry, looked up): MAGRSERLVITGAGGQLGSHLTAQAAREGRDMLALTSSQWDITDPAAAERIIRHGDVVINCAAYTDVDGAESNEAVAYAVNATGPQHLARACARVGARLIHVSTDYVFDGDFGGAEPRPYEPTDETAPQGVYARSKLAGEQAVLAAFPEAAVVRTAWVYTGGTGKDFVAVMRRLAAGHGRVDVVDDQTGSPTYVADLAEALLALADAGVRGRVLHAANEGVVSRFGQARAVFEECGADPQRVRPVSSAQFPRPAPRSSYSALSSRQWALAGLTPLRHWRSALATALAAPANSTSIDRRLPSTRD
Target sequence (P9WH11 whole entry, looked up): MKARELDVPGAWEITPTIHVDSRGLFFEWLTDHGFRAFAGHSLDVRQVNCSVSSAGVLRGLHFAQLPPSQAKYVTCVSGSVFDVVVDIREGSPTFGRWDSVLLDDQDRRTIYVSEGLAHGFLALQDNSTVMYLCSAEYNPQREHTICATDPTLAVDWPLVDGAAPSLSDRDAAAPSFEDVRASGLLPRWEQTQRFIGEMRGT
Active calls of the source: *; nt = no result given; & = joins results of further samples.

No.	smiles	M. tuberculosis GlmU	Mtb RmlCD inh
1	COC(=O)c1sc2nc(SCc3ccccc3C)n(N)c(=O)c2c1C	-1.4%	-3
2	CCOC(=O)c1c(NC(=O)C2C3C=CC(C3)C2C(=O)O)sc2c1CCC(CC)C2 (stereo not given)	-1.6%	-9
3	COC(=O)c1cccn(CC(=O)c2ccc(Cl)cc2)c1=O	1.9%	3
4	O=C(CSc1ccccn1)Nc1ccc(F)c([N+](=O)[O-])c1	2.6%	18
5	O=C(c1ccc(Cl)c([N+](=O)[O-])c1)N1CCN(c2ccccc2)CC1	8.3%	7
6	COc1cc(C)c(Br)cc1S(=O)(=O)NCCCN1CCOCC1	0.4%	1
7	CN(Cc1ccccc1)C(=O)C1CCN(Cc2ccc(F)cc2)CC1	-6.1%	nt
8	Cc1cccc(N2CCN(C(=O)C(C)n3nc(C)n4c(cc5occc54)c3=O)CC2)c1C (stereo not given)	1.1%	nt
9	NNc1nc(-c2ccccc2Cl)nc2sc3c(c12)CCCC3	-0.8%	8
10	O=[N+]([O-])c1cccc(-c2nnc(SCc3cccnc3)o2)c1	0.0%	0
11	O=C(NCc1ccco1)C1CCCN(S(=O)(=O)c2ccc(Cl)cc2)C1 (stereo not given)	-3.8%	1
12	CCOC(=O)C(C)c1nn(C)c(=O)c2ccccc12 (stereo not given)	-0.1%	3
13	O=C(c1cc(COc2ccc3ncccc3c2)on1)N1CCCC(O)C1 (stereo not given)	4.5%	-16
14	Cc1nc2ccc(N=NC3=C(O)CCCC3=O)cc2s1	5.0%	-10
15	CCCC1(C(=O)OCC)NC(c2ccc(N(C)C)cc2)C2C(=O)N(c3ccccc3)C(=O)C21 (stereo not given)	-6.9%	-1
16	Cn1ncc2nnn(-c3ccccc3)c(=O)c21	6.3%	nt
17	CCCCc1nc2c(=O)[nH]c3ccccc3c2o1	8.2%	nt
18	CCN1CCCC1Cn1cnc2c([nH]c3ccc(OC)cc32)c1=O (stereo not given)	5.4%	2
19	Cn1c(SCc2cc(=O)n3cc(Br)ccc3n2)nnc1C1COc2ccccc2O1 (stereo not given)	-4.2%	nt
20	Cc1cc(C)nc(N2CCCC(C(=O)Nc3ccc4nc(C)c(C)nc4c3)C2)n1 (stereo not given)	-1.9%	11
21	CCCc1nc(-c2ccc(-c3ccc(F)cc3)cc2)no1	6.8%	0
22	Cc1c(N2C(=O)CS/C2=N\N=C\c2ccc(Cl)cc2)c(=O)n(-c2ccccc2)n1C	3.3%	-12
23	Fc1cccc(NC(=S)NCc2ccccn2)c1	-2.0%	5
24	COc1ccccc1N1CCN(C(=O)NC23CC4CC(CC(C4)C2)C3)CC1	5.8%	-11
25	Nc1ccc(S(=O)(=O)N2CCCc3ccccc32)cc1	1.9%	nt
26	O=C(CC1C(=O)NCCN1Cc1ccc(Cl)c(F)c1)NCC1CCOCC1 (stereo not given)	4.4%	78
27	Cc1ccc(NC(=O)C2=C(c3ccccc3)S(=O)(=O)CCS2(=O)=O)cc1	9.4%	6
28	COC(=O)C1=C(C)OC(N)=C(C#N)C1c1cc(OC)ccc1OC (stereo not given)	-5.2%	nt
29	Cc1ccc(N2CC(=O)Nc3c(sc4nc(C)cc(C)c34)C2=O)cc1	2.9%	9
30	CCCc1cc(C(=O)NC2CCCC2)no1	-1.1%	-8
31	CCSc1nc(-c2ccccc2)c2cc(Cl)ccc2n1	3.1%	nt
32	Cc1ccc(S(=O)(=O)n2nc(OC(=O)C3CCCCC3)cc2N)cc1	-3.5%	50
33	Cc1ccc2nc(NC(=O)C(NS(=O)(=O)c3cccc4nsnc34)C(C)C)sc2c1 (stereo not given)	-2.3%	-6
34	Cn1nnnc1Sc1ccc(C(=O)O)cc1[N+](=O)[O-]	-3.4%	8
35	COc1cccc(-c2cc(C(F)(F)F)nc(-n3cc(C)cn3)n2)c1	2.8%	-3
36	CCOC(=O)CCc1c(C)nc2c(c(C)nn2C(C)(C)C)c1C	-0.7%	6
37	COc1ccc(CN2CCN(Cc3csc(C(C)=O)c3)CC2CCO)c(C)c1C (stereo not given)	5.5%	-11
38	COc1cc(COCC(O)CN2CCOCC2)cc(OC)c1OC (stereo not given)	-0.1%	9
39	CC(C)C(=O)Nc1ccc(N2CCCC2)c(Cl)c1	2.7%	-16
40	CCOC(=O)C1=C(C)NC(C)=C(C(=O)OCC)C1c1cc(N)ccc1OC(F)F	-0.2%	-10
41	CCCCOc1ccc(-c2nnn(C(C)C(=O)OCC)n2)cc1 (stereo not given)	3.4%	1
42	CCOC(=O)Cc1csc(NC(=O)c2ccc(Br)o2)n1	-2.6%	4
43	O=C(CN1C(=O)NC2(CCCCCC2)C1=O)N1CCN(S(=O)(=O)c2ccccc2)CC1	-2.2%	5
44	Cc1ccc(-c2nc3cc(N)ccc3o2)cc1	-5.5%	nt
45	COc1ccc(-c2ccc(N)[n+](CCCC(=O)O)n2)cc1	3.4%	nt
46	O=C(CCCCCN1C(=O)c2cccc3cccc(c23)C1=O)NC1CCS(=O)(=O)C1 (stereo not given)	-1.5%	10
47	Cc1ccc([N+](=O)[O-])c(NC2OC(CO)C(O)C2O)c1 (stereo not given)	-0.8%	nt
48	COCCn1c(C)c(C(=O)O)sc1=S	8.3%	-13
49	c1ccc(-c2c[n+]3c(n2-c2ccccc2)SCC3)cc1	5.4%	-8
50	CC(=O)Nc1ccc(OC(=O)N2CCCCC2)cc1	-1.8%	nt
51	Cc1ccc(C(NC(N)=O)c2ccccc2)cc1 (stereo not given)	0.2%	nt
52	CCOC(=O)c1ccc(N/C=C\C(=O)c2cccc(OC)c2)cc1	6.5%	-15
53	CN(C)C1=C(C#N)C(c2ccccc2)=NP(N(C)C)(N(C)C)=N1	0.4%	nt
54	CCC(C)[C@H](NC(=O)NCc1cccc(OC)c1)C(=O)O (stereo not given in full)	-0.5%	-7
55	Fc1cccc(C2CCCCN2Cc2nc(C3CC3)no2)c1 (stereo not given)	2.2%	-10
56	Cc1ccc(S(=O)(=O)NC2=NCN(CCOC(=O)c3ccc([N+](=O)[O-])cc3)CN2)cc1	-0.9%	9

Structures above with an NH in an aromatic ring, in the order listed:
No.	smiles	M. tuberculosis GlmU	Mtb RmlCD inh
17	CCCCc1nc2c(=O)[nH]c3ccccc3c2o1	8.2%	nt
18	CCN1CCCC1Cn1cnc2c([nH]c3ccc(OC)cc32)c1=O (stereo not given)	5.4%	2

The results go on:
No.	smiles	M. tuberculosis GlmU	Mtb RmlCD inh
57	Cc1ccccc1CSc1nnc(-c2ccccn2)n1N	-1.6%	-7
58	CC(=O)c1c(C)[nH]c(C(=O)OCC(=O)N(C)C)c1C	3.0%	13
59	CC(C)N1OC2CC1c1nc3ccccc3n1C2 (stereo not given)	-4.5%	6
60	Cc1cc(C)cc(NC(=O)CSc2nnc(-c3ccccc3Br)o2)c1	-0.4%	nt
61	C=CCNC(=O)/C(=C\c1cccc([N+](=O)[O-])c1)NC(=O)c1ccccc1	2.8%	3
62	Cc1[nH]c2ccccc2c1/C=C(/C#N)C(=O)NC(C)C	6.9%	nt
63	Cc1noc(C)c1C(=O)NC(C)c1ccc2c(c1)OCO2 (stereo not given)	-8.3%	-3
64	CC(C)C(=O)Nc1c(-c2ccccc2)c(=O)c2ccccc2n1C	-0.1%	20
65	COc1cc(C=O)ccc1OCc1c(C)noc1C	3.5%	3
66	CC[C@@H](CO)NC(=O)[C@@H]1C=C2c3cccc4c3c(cn4C)C[C@H]2N(C)C1	-7.1%&-3.6%	nt
67	CCOC(=O)c1cnc2ccc(C(=O)OC)cc2c1NCc1ccco1	2.2%	11
68	COc1cc(/C=N/NC(=O)c2ccc(-c3ccccc3)cc2)cc(OC)c1OC	-3.4%	1
69	COc1ccccc1/C=C/C(=O)NCc1cccnc1	-3.5%	nt
70	COc1ccc(OC)c(NC(=O)c2ccc(-c3cccs3)cc2)c1	-0.4%	-5
71	Cc1nnc2c3ccccc3c(-c3cccs3)nn12	-3.5%	-8
72	CCCc1[nH]nc2c1C(c1ccoc1)C(C#N)=C(N)O2 (stereo not given)	0.2%	-11

Single records (already shown):
Record of CN(C)C1=C(C#N)C(c2ccccc2)=NP(N(C)C)(N(C)C)=N1 : M. tuberculosis GlmU: 0.4%; Mtb RmlCD inh: nt
Record of COc1ccc(CN2CCN(Cc3csc(C(C)=O)c3)CC2CCO)c(C)c1C (stereo not given) : M. tuberculosis GlmU: 5.5%; Mtb RmlCD inh: -11

Next section:
No.	smiles	M. tuberculosis GlmU	Mtb RmlCD inh
73	O=c1[nH]c(S)nc2sc3c(c12)CCCC3	10%	-8
74	CCN(CC)S(=O)(=O)c1ccc(N)cc1	4.1%	-8
75	CCCn1cnc2cc(NC(=O)c3cccs3)ccc21	-0.7%	nt
76	C[C@]12CC[C@@H](O)C[C@@H]1CC[C@@H]1[C@@H]2CC[C@]2(C)C(=O)CC[C@@H]12	-4.9%	9
77	N#Cc1nc(-c2ccccc2)oc1NCCN1CCCCC1	-2.3%	6
78	CN(C)c1nc(-c2cccnc2)nc(-c2ccc(Cl)cc2)c1C#N	-1.1%	-9
79	Nc1cccc(C(=O)Nc2ccco2)c1	-0.3%	nt
80	COc1cccc2c(C)c(C(=O)O)[nH]c12	10%	-3
81	CCc1nnc(NC(=O)c2ccc(OC)cc2)s1	-1.9%	22
82	O=C(O)CCCC(=O)N1N=C(c2c(-c3ccccc3)c3cc(Cl)ccc3[nH]c2=O)CC1c1cccs1 (stereo not given)	2.9%	-13
83	CN(C(=O)c1ccccn1)C1(C(=O)NC2CCCCC2)CCCCC1	-4.4%	-3
84	O=S(=O)(c1ccccc1Cl)N1CCCC1c1nc(-c2cccc(Cl)c2)no1 (stereo not given)	-4.6%	-11
85	O=c1c2cn[nH]c2[nH]c(=S)n1-c1ccccc1Cl	0.1%	nt
86	COc1ccc(CC(=O)Nc2ccc(-c3cn4ccccc4n3)cc2)cc1	-1.2%	nt
87	CCC1S/C(=N/N=C/c2cccs2)NC1=O (stereo not given)	11%	-7
88	CCC(C(=O)OCC(=O)Nc1cccc(C(C)=O)c1)c1ccccc1 (stereo not given)	-6.4%	nt
89	O=C(Cc1cn2ccsc2n1)OCc1ccccc1	2.5%	nt
90	CC(C)c1nc(SCc2ccccn2)c2c(=O)n(C)c(=O)n(C)c2n1	3.9%	nt
91	CC(=O)Nc1ccc(Cl)cc1C1COC(=O)C1=N (stereo not given)	6.3%	nt
92	O=C(O)CCNS(=O)(=O)c1ccc2c(c1)OCCCO2	-2.0%	-1
93	COc1cc(/C=C/C(=O)O)ccc1O	-2.0%	nt
94	CCN(CC)C(=S)Nc1ccc(C(=O)OC)cc1	-0.5%	11
95	COc1ccccc1C1CC(c2ccc(Cl)cc2)Nc2ncnn21 (stereo not given)	3.6%	7
96	c1ccc2oc(-c3[nH]ncc3CN(Cc3ccncc3)CC3CCCO3)cc2c1 (stereo not given)	6.3%	-7

Laid out differently: entries from further up
92	O=C(O)CCNS(=O)(=O)c1ccc2c(c1)OCCCO2
  M. tuberculosis GlmU: -2.0%
  Mtb RmlCD inh: -1
93	COc1cc(/C=C/C(=O)O)ccc1O
  M. tuberculosis GlmU: -2.0%
  Mtb RmlCD inh: nt
94	CCN(CC)C(=S)Nc1ccc(C(=O)OC)cc1
  M. tuberculosis GlmU: -0.5%
  Mtb RmlCD inh: 11

(continued)
No.	smiles	M. tuberculosis GlmU	Mtb RmlCD inh
97	CCC(C)C(=O)Nc1nnc(SCC(=O)NC(C)(C)C)s1 (stereo not given)	4.0%	0
98	O=C(NCc1ccccn1)c1ccc(COc2ccc(Cl)cc2)o1	-0.6%	7
99	CC(=O)c1cnc(SCc2ccc(Cl)cc2)nc1C	-9.0%	21
100	COc1ccc2cc(C(=O)O)ccc2c1	-3.7%	-3
101	CC(C)OC(=O)CSc1nnc(-c2ccccn2)n1C	nt	5
102	COc1ccccc1OCC(=O)Nc1ccc(CSc2ccccc2)cc1C	-3.0%	nt
103	CCOc1ccc(NCc2cc3cc(OC)ccc3[nH]c2=O)cc1	-2.9%	nt
104	Fc1cccc2sc(Nc3nc4cc5c(cc4s3)OCCO5)nc12	4.2%	-1
105	Cc1cc2c(ccc3[nH]onc32)n1	1.8%	nt
106	O=C(O)CC12CC3CC(C1)CC(n1ncc(NCc4ccco4)c(Cl)c1=O)(C3)C2	-3.6%	20
107	CN(CC(=O)N1CCCC1)S(=O)(=O)c1cc(Cl)ccc1Cl	-0.3%	9
108	COc1cc(/C=C/c2ccc3cccc([N+](=O)[O-])c3n2)ccc1OCC#N	-10%	0
109	CCOc1cc(C(=O)Nc2ccc(N3CCOCC3)cc2)cc(Br)c1OC	-1.9%	-9
110	CCOc1ccc2oc(C(=O)OCC(=O)NC(=O)NC)c(C)c2c1	10%	8
111	CCc1ccc(C2CC(c3ccccc3)n3ncnc3N2)cc1 (stereo not given)	2.1%	7
112	O=C(CNc1ccc2c(c1)OCO2)N/N=C\c1cn(Cc2ccc(F)cc2)c2ccccc12	-0.7%	9
113	O=C(Cc1cc(=O)[nH][nH]1)N/N=C/C=C/c1ccccc1	3.8%	7
114	CC1(C)OC(=O)C(=CNc2cccc(O)c2)C(=O)O1	3.2%	nt
115	COc1cc(/C=C2/C(=O)c3cccc([N+](=O)[O-])c3C2=O)c(Br)cc1O	61µM*	-11
116	COc1ccc(OCC(=O)Nc2cccc(NC(=O)c3ccco3)c2)cc1	3.7%	3
117	COc1ccccc1NC(=O)c1nn(-c2ccc(Cl)cc2)ccc1=O	-2.7%	-8
118	CN(CCCNC(=O)c1cc2c(=O)[nH]c3ccccc3c2n1C)Cc1ccccc1	-1.1%	0
119	O=C(c1cc(-c2ccncc2)nc2ccccc12)N1CCC2(CC1)OCCO2	nt	2
120	COc1ccc(OC)c(-c2csc(NC(=O)C3=NN(c4ccccc4)C(=O)CC3)n2)c1	-5.7%	3

These rows are one share of the data; rates above refer to the full screens.
